# Assay outcomes deposited in PubChem BioAssay by Broad Institute.
# EWS-Fli block = inhibitors of EWS/Fli oncoprotein transcriptional activity | inhibition, % at 12.6 µM | A673 NR0B1-luciferase reporter, viability-normalised | hit rate 0.67% among 350,000 | AID 651661;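 active = mean inhibition of at least 50% after viability correction, with every replicate also passing that limit; inconclusive = mean reaches 50% but only one of two replicates passes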;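 note: firefly luciferase signal divided by Alamar Blue viability fluorescence both relative to DMSO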
# Xi reactivation = X-chromosome reactivation activator; XiGFP mouse fibroblasts, % GFP-positive cells imaging, 3 d; cells co-treated with 5-aza-dC sensitizer; scaled so ellipticine positive control = 100%; activation, % at 7.58 µM; hit rate 0.055% among 360,000; AID 743238;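 active = mean normalized replicate activation at least 10% and every replicate at or above 10%; inconclusive = only one of the two criteria met; inactive = mean below 10% and not all replicates reach 10%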;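 note: 0% = median of on-plate neutral control wells and 100% = ellipticine 6 µM median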
#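 System: SV40-immortalized XiGFP fibroblast cells, line 68-5-11 / Incubation: 3-day compound exposure, then 15 min fixation at room temperature / Compound: single concentration per compound, delivered by pin transfer / Buffer or medium: DMEM plus 5-aza-dC sensitizer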
# FN deposit inh = fibronectin deposition inhibition | inhibition, % at 12.6 µM | hit rate 0.086% among 350,000 | AH1F fibroblasts, Alexa488-fibronectin deposition fluorescence, overnight;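 active = mean inhibition across replicates of 30% or more, regardless of how many single replicates reach that level; inconclusive = mean under 30% yet at least half of replicates reach 30%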;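 note: positive control wells lacked labelled fibronectin entirely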
#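 Material: AH1F fibroblast monolayer depositing Alexa488-labelled fibronectin into matrix / Amount: 10000 AH1F cells per well / Signal: fluorescence 485/525 nm / Medium: DMEM, 2% serum / Compound: single dose, pinned / Incubation: 1 h cell adhesion before compound, then overnight fibronectin incubation / Reagent: Alexa488-FN, 24 nM final / Read-out: inhibition of fibronectin deposition signal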
# S100A4 inh HTS = S100A4-myosin IIA interaction inhibition; S100A4/TAMRA-MyoIIA peptide fluorescence polarization; inhibition, % at 10.7 µM; hit rate 0.14% among 360,000;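 active = mean inhibition of at least 70% across replicates, with every replicate also reaching that level; inconclusive = mean inhibition reaches 70% but some replicates fall short; inactive = mean inhibition below 70%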
# Target sequence (P26447 whole entry, looked up): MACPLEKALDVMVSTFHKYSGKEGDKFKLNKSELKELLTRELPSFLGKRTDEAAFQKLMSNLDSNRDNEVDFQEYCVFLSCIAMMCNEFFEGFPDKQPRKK
#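 assay system = human S100A4 monomer with TAMRA-labelled myosin IIA peptide | also added = labelled myosin peptide probe, 5 nM | incubation = 5 min between mix addition and reading | control set = DMSO and TFP controls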
# RAD54 branch = RAD54 (human) branch migration inhibition | AID 602329 | RAD54 Holliday junction branch migration, FAM/BHQ fluorescence | Q92698 | hit rate 0.14% among 360,000 | inhibition, % at 10.4 µM;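 active = mean normalized replicate activity at least 40 and at least half of replicates scoring 40 or more; inconclusive = only one of the two criteria met; inactive = mean below 40 and under half of replicates reaching 40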;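 note: 0% = median of neutral control wells and 100% = median of positive control wells; inhibitors cause a drop in the FAM fluorescence signal; in these data hits start at about 50%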
# Target sequence (Q92698 whole entry, looked up): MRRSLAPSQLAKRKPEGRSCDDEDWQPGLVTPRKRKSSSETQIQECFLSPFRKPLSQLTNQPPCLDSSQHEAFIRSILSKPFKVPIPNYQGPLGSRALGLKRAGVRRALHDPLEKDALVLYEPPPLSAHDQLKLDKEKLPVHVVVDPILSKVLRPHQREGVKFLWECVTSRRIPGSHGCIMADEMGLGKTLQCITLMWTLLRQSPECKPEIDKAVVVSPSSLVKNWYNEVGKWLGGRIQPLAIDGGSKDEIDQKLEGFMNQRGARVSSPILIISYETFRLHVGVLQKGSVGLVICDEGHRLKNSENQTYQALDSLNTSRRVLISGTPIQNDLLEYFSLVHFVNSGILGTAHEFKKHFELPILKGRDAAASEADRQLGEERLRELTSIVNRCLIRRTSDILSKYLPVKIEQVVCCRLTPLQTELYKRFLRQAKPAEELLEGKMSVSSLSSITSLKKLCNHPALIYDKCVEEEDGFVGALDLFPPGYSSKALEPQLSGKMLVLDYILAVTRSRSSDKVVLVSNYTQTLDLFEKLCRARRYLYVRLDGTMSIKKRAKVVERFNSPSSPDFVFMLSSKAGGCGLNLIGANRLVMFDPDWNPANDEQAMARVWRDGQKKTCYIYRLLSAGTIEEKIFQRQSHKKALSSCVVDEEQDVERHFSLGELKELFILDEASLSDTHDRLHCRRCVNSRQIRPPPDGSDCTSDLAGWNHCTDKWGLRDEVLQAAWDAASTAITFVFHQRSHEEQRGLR
# esBAF inh = blocks esBAF chromatin remodeling in mouse ES cells; Bmi1-luciferase knock-in reporter, 24 h; 100% = twice the neutral-well signal; reporter increase, % at 12.5 µM; hit rate 2% among 350,000; in the data active = activation above about 40%; inconclusive = no clear call, values can overlap the other calls;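 note: 0% = median of the plate's neutral control wells and 100% = double that signal; a rise in the Bmi1 reporter signal indicates esBAF inhibition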
# E-selectin induc = E-selectin induction on HUVECs | activation, % at 7.58 µM | P16581 | HUVEC E-selectin immunofluorescence imaging; normalized: neutral wells 0, TNF-alpha wells 100 | AID 686992 | hit rate 0.37% among 260,000;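 active = mean E-selectin-positive cell signal at least 10% of the positive control, reached in at least 60% of replicates, without over 20% cell loss; inconclusive = no rule given, readout overlaps actives, possibly toxicity-flagged; inactive = the rest, including those meeting only one limit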;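 note: in these data hits start at about 27%; measured in HUVEC primary endothelial cells; signal is the percent of cells scored E-selectin positive by PE staining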
#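 Material: HUVEC primary endothelial cells; Amount: 3,000 cells per well; Dosing: single concentration; Medium: EGM-2 growth medium on 0.1% gelatin-coated wells; Read-out basis: percent E-selectin-positive cells; Signal: immunofluorescence imaging; Control set: TNF-alpha, DMSO.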
# RAD52 anneal inh = RAD52 (human) annealing inhibition. hit rate 0.46% among 360,000. AID 651710. inhibition, % at 18.7 µM. recombinant RAD52 DNA annealing, FRET fluorescence. P43351;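 active = every replicate showing at least 50% inhibition; inconclusive = mean inhibition at least 50% but not in every replicate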
# The depositor's hits bear a star; ? = inconclusive; . = not tested or not shown; & = joins results of further samples.
item	compound	FN deposit inh	RAD52 anneal inh	RAD54 branch	esBAF inh	EWS-Fli block	Xi reactivation	S100A4 inh HTS	E-selectin induc
1	COc1ccc(OC)c(NC(=O)C2(C)CCN2Cc2ccc(SC)cc2)c1 (configuration not stated)	12	-10	8	-2	-12	0.0	-20	-0.1
2	O=S(=O)(Nc1ccncc1)c1cc(Cl)c(Cl)cc1Cl	-1	10	4	-2	3	0.2	-1	.
3	Cc1cccc(NC(=S)N2CCC(N(C)CC3CCCO3)CC2)c1 (configuration not stated)	0	2	7	-2	5	-0.2	-3	-0.2
4	CCOC(=O)c1c(NC(=O)COC(=O)Cn2cnc3c2c(=O)n(C)c(=O)n3C)sc(C)c1CC	-13	-9	18	-4	6	0.3	1	0.3
5	COc1ccc(CN(C)C[C@H]2OCCCC[C@@H](C)Oc3ccc(NS(=O)(=O)c4cn(C)cn4)cc3C(=O)N([C@H](C)CO)C[C@@H]2C)cc1	.	12	1	-3	-16	-0.3	-25	-0.2
6	COc1cc(C(=O)Nc2ccc(C)cc2)c2ccccc2n1	-8	-4	-6	-17	54*	0.9	-3	1.3
7	CC(C)OC(=O)c1ccc(COc2ccc3ccc(=O)oc3c2)o1	-2	-17	12	.	1	0.4	0	2.4
8	CCOc1ccccc1NC(=O)CCn1c(=O)oc2ccccc21	5	.	7	-4	.	.	.	-0.8
9	CCCCNC(=O)C(NC(=O)c1ccc(=O)[nH]c1)C(=O)c1ccccc1 (configuration not stated)	-6	-14	-4	-2	-3	0.1	-11	0.0
10	CC(C)CCNC(=O)CCc1nnc2ccc(N3CCC(C)CC3)nn12	2	-11	-2	-10	0	0.0	-2	7.9
11	CC(C)(C)CNC(=O)c1ccc2c(c1)S(=O)(=O)c1cc(Cl)ccc1C2=O	-5	-6	0	3	-26	0.2	3	-0.1
12	O=C(C[C@H]1C[C@@H]2c3cc(NC(=O)NC4CCCC4)ccc3O[C@@H]2[C@@H](CO)O1)NCc1ccccc1	-4	11	4	3	-4	0.0	-6	0.4
13	Cc1ccc(OCC(=O)OCCN2C(=O)c3ccccc3C2=O)cc1C	4	-19	.	.	-5	0.0	0	.
14	CCNc1nc(NCC)n2c(SCC(=O)Nc3ccc(OC(F)F)cc3)nnc2n1	-3	-15	.	.	-3	0.0	11	-0.1
15	COc1ccccc1-c1cc(C(F)(F)F)n2ncc(C(=O)N3CCc4ccccc4C3)c2n1	5	-5	6	1	.	0.0	3	-0.1
16	Cc1ccc(Oc2ccc(C(=O)NCc3ccncc3)cc2)cc1	-8	-16	.	.	24	0.0	1	.
17	Cc1ccc(NCc2nnc(SCC(=O)O)n2-c2ccc(C)cc2)cc1	-3	-17	-4	5	-3	0.0	-10	4.2
18	COc1ccc(CCN2C(=O)CSC2c2ccc(F)cc2)cc1 (configuration not stated)	5	-30	1	-1	-17	0.0	-8	.
19	Cc1ccccc1S(=O)(=O)N1C[C@H]2CON(C)[C@H]2C[C@H]1c1cccc(Oc2ccccc2)c1	-6	-21	-8	-1	5	.	6	-0.1
20	Cc1cc(OC(C)C(=O)NCCCN2CCOCC2)ccc1Cl (configuration not stated)	3	-2	-22	-5	.	0.0	2	-1.1
21	CCCNC(=O)NC(=O)COC(=O)c1cccc(NS(=O)(=O)c2ccc(F)c(F)c2)c1	-7	-25	-7	.	1	0.0	-3	.
22	Cc1ccc(CNC(=O)C2CCN(S(=O)(=O)c3cccnc3)CC2)cc1	-15	-7	-4	1	9	0.2	-3	.
23	CCc1ccccc1N(CC(=O)NCCSCc1ccco1)S(C)(=O)=O	.	-13	2	1	8	.	-2	.
24	CC1(C)Oc2ccc(NC(=O)c3ccco3)cc2O1	.	0	-13	?	.	.	-1	.
25	Cc1cc(-n2cccn2)ccc1CN1CCN(CC(C)C)C(CCO)C1 (configuration not stated)	-6	-18	-10	.	4	0.0	7	11
26	CCCCNC(=O)C1c2ccccc2Oc2ccccc21	6	-17	.	.	3	0.0	-2	3.1
27	CNC(=O)c1sc(NCc2ccccc2OC)nc1C	4	-1	-10	10	-1	0.0	2	0.0
28	CCN(CC)c1ccc(S(=O)(=O)N(CC)CC)cc1NC(=O)c1cccnc1	2	-10	-5	-4	3	0.0	2	2.7
29	O=C(CN1C(=O)COc2ccccc21)NCCN1CCCC1	0	-17	5	-1	.	0.1	2	.
30	COc1ccc(C2CC(c3ccc(Br)cc3)=NN2C(=O)CN2CCCC2)cc1 (configuration not stated)	-2	-5	.	.	0	-0.1	0	0.2
31	c1ccc(Cc2nnc3sc(-c4ccco4)nn23)cc1	2	-22	-1	-4	-1	0.3	7	-0.1
32	COCC#Cc1cnc2c(c1)C(=O)N([C@H](C)CO)C[C@H](C)[C@@H](CN(C)C(=O)Nc1cccc(F)c1)O2	0	0	7	3	-10	0.2	-10	-0.1
33	Cc1cccc(C)c1-n1c(C)nn(CCOc2ccccc2)c1=O	6	-12	-6	-3	7	0.0	-1	-3.7
34	COCC(=O)N1CC[C@H]2[C@H](CO)Nc3ccc(-c4ccc(C(=O)N(C)C)cc4)cc3[C@H]21	-8	-10	2	3	-12	0.0	0	1.7
35	Cc1ccc(Cl)cc1NC(=O)CCC(=O)O	-2	-9	.	.	-1	?	-5	2.5
36	CC1(C(=O)NS(=O)(=O)c2cccc(F)c2)CCN1C(=O)c1ccccc1 (configuration not stated)	5	-9	-7	-5	-3	0.0	-2	.
37	CCC(CC)c1nc(C#N)c(NC(C)c2ccccc2)o1 (configuration not stated)	-6	-10	.	.	-11	-0.1	3	.
38	COc1ccc2nc(NC(=O)C3CCCO3)sc2c1 (configuration not stated)	-1	-14	.	.	-82	0.0	-1	.
39	Cc1cccc(-n2ncc3c2CCCC3NC(=O)c2ccc[n+]([O-])c2)c1C (configuration not stated)	4	0	.	-2	2	0.0	14	.
40	CO[C@H]1CN(C)C(=O)c2cc(NC(C)=O)ccc2OC[C@H](C)N(C(=O)C2CCOCC2)C[C@@H]1C	6	-13	5	-2	0	-0.6	-3	-0.1
41	Cc1c(NS(=O)(=O)c2cc(C(=O)NCc3cccnc3)ccc2Cl)c(=O)n(-c2ccccc2)n1C	10	-13	1	-1	0	0.2	-11	-0.1
42	O=C(NCc1ccco1)c1cc2cc(Br)ccc2o1	-5	-24	17	18	.	0.0	0	-0.8
43	CCCc1ccc2oc(C(=O)N3CCC(C(N)=O)(N4CCCCC4)CC3)c(C)c2c1	-1	-11	4	-8	.	0.0	-1	0.5
44	O=C(C[C@H]1CC[C@@H]2[C@H](COC[C@H](O)CN2CCC(F)(F)F)O1)NCC1CCCCC1	-5	.	3	2	5	0.2	.	0.0
45	CC(C(=O)N1CCOCC1)(c1ccccc1)c1ccccc1	.	-16	4	-10	5	.	-1	.
46	CC(C)CN(C(=O)COC(=O)c1ccccn1)c1c(N)n(Cc2ccccc2)c(=O)[nH]c1=O	5	-3	-1	-2	3	0.4	-8	-0.2
47	O=C(NC1CCc2ccccc21)c1cc(COc2c(F)cccc2F)on1 (configuration not stated)	-7	-12	-10	.	-21	-0.5	-10	.
48	CC12CCC(=O)N1C(C(=O)NCCc1ccccc1)CS2 (configuration not stated)	6	-5	-7	.	-8	-0.1	-1	-0.1
49	Cc1noc(C)c1NC(=O)Nc1ccc2c(c1)C(=O)N([C@H](C)CO)C[C@H](C)[C@H](CN(C)Cc1ccncc1)OCCCC[C@@H](C)O2	3	-19&-8	-1	0	3&-5	0.2&0.0	-2&11	13&0.1
50	COc1ccc2oc(C(=O)OCC(=O)NC(=O)c3ccccc3)c(C)c2c1	0	-1	5	3	.	0.1	2	0.0
51	C[C@@H]1CN([C@H](C)CO)C(=O)c2cc(-c3ccccc3)cnc2O[C@H]1CN(C)C	2	1	-19	-10	-20	-1.0	-2	0.3
52	Cc1ccc2c(NC(=O)c3ccc(Br)o3)cccc2n1	9	-5	-6	9	.	0.1	16	.
53	COc1ccc(OC)c(CN(CC(C)C)S(=O)(=O)c2ccccc2Br)c1	-3	-2	.	.	-13	-0.1	33	0.0
54	CC(=O)Nc1ccc(S(=O)(=O)NCCC(=O)OCC(=O)NNC(=O)c2ccccc2)cc1	1	-13	.	.	-5	0.0	4	0.0
55	C[C@@H]1CN([C@@H](C)CO)C(=O)Cc2cc(NC(=O)Nc3ccc(F)cc3)ccc2O[C@@H]1CN(C)S(=O)(=O)c1ccc(Cl)cc1	.	-8	9	-3	-1	-0.1	12	-13
56	C[C@@H]1CCCCO[C@@H](CN(C)S(C)(=O)=O)[C@H](C)CN([C@H](C)CO)C(=O)c2cc(NC(=O)c3ccccc3)ccc2O1	.	17	-11	-11	-9	-1.2	2	-0.1
57	COc1cccc2c1CCC1=CC(=O)CCC12C (configuration not stated)	.	-94	-2	-7	-7	0.2	5	-0.1
58	O=C(NC(NC(=S)N1CCOCC1)C(Cl)(Cl)Cl)c1ccc(Cl)cc1 (configuration not stated)	-1	.	2	.	.	0.0	.	-1.2
59	CSc1nnc(-c2cccc(NC(=O)c3ccccc3)c2)n1C	7	-4	0	.	-5	0.0	-2	0.0
60	C[C@H](CO)N1C[C@H](C)[C@H](CN(C)Cc2ccccc2)Oc2c(NS(=O)(=O)c3ccc(F)cc3)cccc2C1=O	.	-5	-7	-3	-4	0.0	-2	-0.2

# The list goes on.
item	compound	FN deposit inh	RAD52 anneal inh	RAD54 branch	esBAF inh	EWS-Fli block	Xi reactivation	S100A4 inh HTS	E-selectin induc
61	Cc1nc(-c2ccccc2)cn(O)c1=O	4	-9	.	.	5	0.0	-3	.
62	C[C@@H]1CN([C@@H](C)CO)C(=O)c2cc(NC(=O)Nc3ccccc3)ccc2O[C@@H](C)CCCCO[C@H]1CN(C)C(=O)Nc1cccc2ccccc12	9	.	-10	-2	-2	0.2	.	.
63	Cc1ccc(-n2c3c(c(=O)[nH]c2=O)C(C(F)(F)F)(C(F)(F)F)NC(=O)N3)cc1	.	-8	6	-2	.	.	-6	.
64	CC(=O)Nc1ccc(NC(=O)C(C)OC(=O)c2cccc(S(=O)(=O)N3CCCCCC3)c2)cc1 (configuration not stated)	1	-5	5	-2	1	0.0	-3	0.0
65	C[C@H]1CN([C@@H](C)CO)C(=O)c2cccc(NC(=O)Nc3cccc4ccccc34)c2O[C@H]1CN(C)Cc1ccc(Cl)c(Cl)c1	.	-17	-15	1	21	-1.5	-16	.
66	c1ccc(-c2nnc(-c3ccccn3)c(-c3ccccn3)n2)nc1	0	-8	-11	.	1	0.3	-4	0.0
67	CC(C)(C)OC(=O)N1CCC[C@H]1C(=O)N/N=C/c1cccc2cccnc12	-1	-13	.	.	-12	-0.1	-4	-0.1
